ERG-DNA inh: inhibitors of human ERG Ets domain-DNA interaction. 0.028% of 370,000 active. AID 624246. P11308. Potency, µM (series often up to 76.9 µM), without a hit: at the top dose FP activity, negative = inhibition, actives largely listed as inhibitors. fluorescence polarization, His-ERG Ets domain / labelled DNA; active = well fitted inhibition curve with a large enough effect in the polarisation, with a control signal flat; inconclusive = small, poorly fitted or top-dose-only effect, or effect the other way, or a change in a side signal; inactive = no such curve, though single readings can be large or run the other way; the % refers to the polarisation;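 also: polarization taken with two DNA probes labelled with fluorescein and Texas red; potency is read from the fitted curve at half-maximal effect; % of control where 0% means no effect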
Target sequence (P11308 whole entry, looked up, the tested form may be a part): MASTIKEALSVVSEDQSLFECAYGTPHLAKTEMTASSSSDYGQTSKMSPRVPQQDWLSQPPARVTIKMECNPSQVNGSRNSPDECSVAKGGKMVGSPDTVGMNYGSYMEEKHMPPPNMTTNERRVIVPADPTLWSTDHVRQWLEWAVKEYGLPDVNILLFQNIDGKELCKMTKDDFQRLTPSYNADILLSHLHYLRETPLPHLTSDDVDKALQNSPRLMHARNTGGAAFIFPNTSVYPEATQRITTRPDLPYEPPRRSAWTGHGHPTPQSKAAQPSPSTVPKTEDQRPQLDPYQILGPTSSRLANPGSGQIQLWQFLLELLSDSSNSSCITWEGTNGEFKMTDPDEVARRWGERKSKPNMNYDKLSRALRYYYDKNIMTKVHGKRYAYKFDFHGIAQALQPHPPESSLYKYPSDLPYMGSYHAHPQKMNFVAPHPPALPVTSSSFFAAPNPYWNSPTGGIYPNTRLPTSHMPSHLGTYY
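His-tagged ERG Ets domain (1 uM in the protein solution; 300mM KCl, 50mM Tris-HCl, 1mM EDTA, 1mM DTT, pH 7.5) received compound, then a probe mix of 5 nM fluorescein-DNA and 100nM Texas-615-DNA. Fluorescence polarization was read for both dyes.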
D2 agonist: activates the human D2 dopamine receptor. HEK293 T-REx D2 cells, calcium flux agonist mode. 0.53% of 340,000 active. activation, % at 2 µM. AID 485358;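 active = activation over 3 SD above normal in the single-dose calcium agonist read, cut at about 30% in these data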; also: 0% is about no effect
Target sequence (P14416 whole entry, looked up): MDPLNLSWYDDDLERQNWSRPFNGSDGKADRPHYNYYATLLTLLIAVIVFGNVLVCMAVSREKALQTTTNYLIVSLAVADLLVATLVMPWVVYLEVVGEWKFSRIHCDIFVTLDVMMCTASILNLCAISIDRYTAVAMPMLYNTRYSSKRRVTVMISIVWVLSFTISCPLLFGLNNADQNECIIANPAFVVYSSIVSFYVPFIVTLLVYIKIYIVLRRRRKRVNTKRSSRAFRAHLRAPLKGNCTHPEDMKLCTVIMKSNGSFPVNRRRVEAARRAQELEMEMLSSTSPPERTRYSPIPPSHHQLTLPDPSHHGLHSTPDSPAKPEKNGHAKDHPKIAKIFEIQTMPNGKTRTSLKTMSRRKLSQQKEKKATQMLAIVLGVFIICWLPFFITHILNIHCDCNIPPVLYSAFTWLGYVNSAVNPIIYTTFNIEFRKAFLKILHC
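Agonism is scored from calcium flux in a force-coupled, inducible HEK293 cell line expressing D2, read kinetically for 180 s after compound addition against dopamine controls.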
RGS4 inh: human RGS4 inhibition; Transcreener GDP fluorescence polarization, RGS4-accelerated GTP hydrolysis; AID 504845; P49798; 0.039% of 390,000 active; Potency, µM (top dose mostly 114 µM), for the others: at the top dose activity change, negative = inhibition, actives largely listed as inhibitors; also: potency is read from the fitted curve at half-maximal effect; % is scaled to controls: 0 for no effect and ±100 for the full control effect; nearly all actives have a fitted effect of over 75% in size; some results filed as inactive show a strong effect at the top dose
Target sequence (P49798 whole entry, looked up): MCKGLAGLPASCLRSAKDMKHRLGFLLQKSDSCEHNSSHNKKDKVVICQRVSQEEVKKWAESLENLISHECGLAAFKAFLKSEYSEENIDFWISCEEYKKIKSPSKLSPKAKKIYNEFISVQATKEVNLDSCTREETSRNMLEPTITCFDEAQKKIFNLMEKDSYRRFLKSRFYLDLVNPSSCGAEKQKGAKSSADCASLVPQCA
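MLSMR compounds (23 nl, pin-transferred) preincubated 10 min at room temperature with a 500nM (2x) first reagent, then RGS4 at 900nM (2x) plus Transcreener GDP mix added; fluorescence polarization (620/688 nm) read before and after 90 min at 30 °C.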
LDHA inh: inhibitors of human lactate dehydrogenase A; P00338; purified LDHA, NADH/diaphorase-resazurin fluorescence; stronger effect = lower value; activity change, % (values are at about 110 or 230 µM); 0.15% of 480,000 active; AID 1347041; in the data active = activity change below about -30%; inconclusive = mostly about -25% to -30%;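 also: plate controls were DMSO wells for no effect and wells without enzyme for full effect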
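Human LDH5 at 2 nM final in Tris HCl pH 7.4 with 0.06 mM NADH and 0.2 mM pyruvate, reacted 5 minutes at room temperature. Remaining NADH coupled via diaphorase/resazurin; resorufin fluorescence read at 0 and 20 minutes, normalized to enzyme-free and DMSO wells.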
D2 antagonist: antagonists of human D2 dopamine receptor. HEK293 TREx D2 cells, calcium flux, dopamine EC80. P14416. 2% of 340,000 active. inhibition, % at 10 µM. AID 485344; in the data active = inhibition above about 30%; also: 0% is about no effect
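Antagonism is scored as inhibition of an EC80 dopamine-evoked calcium signal in a force-coupled, tetracycline-inducible HEK293 T-REx D2 line, with compound present 180 s before agonist.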
Glioma ERSR ind: ER stress response induction in glioma. U87-MG GRP78 promoter luciferase reporter, 16 h. Potency, µM, inactives show at the highest dose activation, most hits filed as activators. 0.02% of 420,000 active. AID 602332; also: potency is read from the fitted curve at half-maximal effect; series mostly up to about 76 µM; % of control where 0% means no effect; nearly all actives have a fitted effect of over 35% in size
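Stably transfected U87-MG human glioma cells carrying a GRP78-based luminescent sensor were seeded at 1000 cells/well, pin-dosed with compounds and incubated 16 h. Luciferase reagent was then added, and end-point luminescence was read after 10 min at room temperature.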
Vif-A3F inh: Vif-A3F binding inhibition. HeLa A3F-eYFP + Vif (tagged APOBEC3F with the HIV-1 protein that degrades it), YFP fluorescence increase. Potency, µM (top dose mostly 46.1 µM), inactives show at the top dose activity, negative = active. 0.2% of 390,000 active; also: potency is read from the fitted curve at half-maximal effect; % of control where 0% means no effect; nearly all actives have a fitted effect of over 65% in size
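HeLa cells stably expressing A3F-eYFP plus Vif, plated and incubated overnight at 37 deg C, then exposed to compounds overnight at 37 deg C. Blocked degradation read as raised yellow fluorescence (Ex 488/Em 500-530).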
12-LOX inh: inhibitors of human 12S-lipoxygenase ALOX12; P18054; purified 12hLO, xylenol orange hydroperoxide absorbance; Potency, µM (series often up to 108 µM), for the others: top-dose activity change, negative = inhibition, most hits filed as inhibitors; 1.1% of 580,000 active; AID 1671190; also: potency is read from the fitted curve at half-maximal effect; % is scaled to controls: 0 for no effect and ±100 for the full control effect
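Purified human 12hLO (150 nM final) in 25 mM Hepes, 0.01% Triton X-100, pH 7.0 was preincubated 15 min at room temperature with compound. Then 40 uM arachidonic acid was added, 30 min. Hydroperoxide was read by Fe-XO absorbance ratio 573/405 nm.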
Vif-A3G inh: blocks the Vif interaction with human APOBEC3G; HeLa A3G-eYFP + Vif (tagged APOBEC3G with the HIV-1 protein that degrades it), YFP fluorescence, overnight; AID 602310; Potency, µM (titrated, usually from 46.1 µM), inactives show at the top dose activity, negative = active, usual class: inhibitors; 0.076% of 410,000 active; Q9HC16;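 also: potency is read from the fitted curve at half-maximal effect; % is scaled to controls: 0 for no effect and ±100 for the full control effect; nearly all actives have a fitted effect of over 60% in size; hits raise eYFP signal because A3G escapes Vif-driven loss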
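Read-out is eYFP fluorescence (Ex 488/Em 500-530) from Vif-expressing HeLa A3G-eYFP cells; more signal means A3G escaped Vif-mediated degradation. Cells plated overnight, compound pinned in, incubated overnight at 37 deg C.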
Active calls of the source: *; ? = inconclusive; . = not tested or not shown; & = joins results of further samples; [ ] = remark or other dose. Unless noted, calls follow the shape of the dose curve; as a rule, active = well fitted curve in the direction sought with a large enough effect; inconclusive = small, poorly fitted or top-dose-only effect, or another doubt; inactive = no such curve, though single readings can be large; an effect the other way counts as inactive or inconclusive. Some of the compounds tested (hit frequency here may not be typical).

SMILES	ERG-DNA inh	D2 agonist	RGS4 inh	LDHA inh	D2 antagonist	Glioma ERSR ind	Vif-A3F inh	12-LOX inh	Vif-A3G inh
OC12CCCCC1C(c1ccccc1)NCC2 (stereo not drawn)	.	-0.3	11%	-4	-32	-2%	0%	9%	1%
Cc1sc2nc(COC(=O)Cc3ccccc3)[nH]c(=O)c2c1C	-2%	0.0	-30%	-3	6	-1%	0%	0%	0%
COc1ccc(-n2c(SC)nc3ccccc3c2=O)cc1	-6%	-0.2	-9%	-3	3	-1%	1%	0%	-4%
CC(C)CCOP(N)(=O)Oc1ccccc1 (stereo not drawn)	11%	0.5	-39%	0	22	-4%	-7%	2%	3%
Cc1cc(/C=C2\C(=O)NC(=O)N(c3ccc(Br)cc3)C2=O)c(C)n1C	1%	-0.5	-42%	-1	12	-1%	?	?	?
CCC(=NCCCn1ccnc1)c1c(O)n(-c2ccc(OC)cc2)c(=O)[nH]c1=O	27%	-0.4	-1%	-12	4	1%	2%	?	0%
CN1CCN(c2ccc([N+](=O)[O-])c(N)c2)CC1	.	0.0	-17%	0	-1	-1%	2%	-5%	0%
Cc1ccc2c(c1)C(c1ccccc1)=NCC(=O)N2	-5%	1.4	-1%	-2	12	-2%	10%	0%	-5%
CCCCC12CN3CC(C)(CN(C1)C3c1ccccn1)C2=O (stereo not drawn)	-1%	1.4	-2%	-2	.	-1%	-13%	-2%	-1%
COc1ccc2c3c([nH]c2c1)C(C)NCC3 (stereo not drawn)	17%	0.1	-21%	-3	-1	-4%	-15%	189%[activator]	-8%
O=C1NC(=O)C2(Cc3ccccc3N3CCOCC32)C(=O)N1c1ccccc1 (stereo not drawn)	2%	0.6	-6%	1	10	-4%	-2%	-14%	?
COc1ccc2[nH]c(C)c(CCNCc3cccnc3)c2c1	?	7.9	-18%	-11	3	-2%	0%	?	0%
C=C1CC[C@@]2(O)[C@H]3Cc4ccc(O)c5c4[C@@]2(CCN3CC2CC2)[C@H]1O5	-6%	-1.2	36%	-4	17	-2%&-4%	8%	.	-3%
CCOC(=O)N1CCN(C(C)C(=O)c2c[nH]c3ccccc23)CC1 (stereo not drawn)	-10%	1.3	4%	-1	9	3%	-3%	-21%	2%
NCC(=O)c1ccccc1	-23%	.	2%	-12&4	.	5%&3%&2%	7%	-2%	2%&2%
N#CC1c2ccccc2-n2nncc2CN1C(=O)CCc1ccccc1 (stereo not drawn)	4%	.	-16%	6	.	-1%	7%	1%	4%
CC(=NCc1cccnc1)c1c(O)n(-c2ccc(Cl)cc2)c(=O)[nH]c1=O	1%	0.2	11%	-5	-6	5%	-17%	28%	1%
Cc1ccccc1-n1c(C)cc(/C=C2/C(=O)NC(=O)N(Cc3ccco3)C2=O)c1C	31%[activator]	-0.7	-36%	-3	0	-1%	-17%	?	-3%
Cc1c(O)ccc(C(=O)CN2CC(C)OC(C)C2)c1O (stereo not drawn)	8%	-0.4	9%	-11	7	3%	4%	-7%	1%
COc1ccc(C(CNC(=O)CCc2ccsc2)N(C)C)cc1 (stereo not drawn)	-5%	0.2	0%	-8	26	0%	-12%	-28%	-2%
CC(C)CCNC(=O)c1cc(C(=O)c2cc(F)ccc2O)cn(CCC(C)C)c1=O	6%	2.9	13%	-11	7	2%	-12%	-5%	9%
CCCCn1nnnc1C(C1CC1)N1CCC(n2c(=O)[nH]c3ccccc32)CC1 (stereo not drawn)	.	.	.	-4	.	-5%	.	-9%	-1%
CCCCCc1nc2ccccc2c(=O)n1-c1ccc(Cl)cc1[N+](=O)[O-]	0%	0.3	-6%	-4	-1	-3%	0%	20%	1%
CN(C)c1ccc(C=C2C(=O)NC(=O)NC2=O)cc1	-2%	.	?	-2	.	-1%&-1%	?	?	-3%&-3%
O=C(c1ccc(C(F)(F)F)cc1)C1CCCN(C2CCSCC2)C1 (stereo not drawn)	2%	-0.5	2%	-6	13	-3%	4%	?	-4%
CC(C)[C@H]1C(=O)O[C@@H]2CCN3CC=C(COC(=O)[C@](C)(O)[C@]1(C)O)[C@H]23	-1%	0.9	19%	-1	-24	-4%	-6%	0%	0%
Nc1cnn(-c2ccccc2)c(=O)c1Cl	-5%	0.4	12%	-3	-7	-8%	8%	?	-5%
Cc1ccc(-n2c(=S)[nH]c3ccccc3c2=O)cc1C	.	.	.	-7	.	6%	-20%	-3%	-2%
C[C@]12CC[C@@H]3c4ccc(O)c(O)c4CC[C@H]3[C@@H]1CC[C@@H]2O	0%	-2.5	?	18	19	-2%	?	5µM*	?
CCN1CCN(C(=O)COc2ccc(S(=O)(=O)N(C)Cc3ccccc3)cc2)CC1	-2%	-0.2	20%	-7	4	1%	-4%	?	2%
Cn1c(C(=O)N2CCC3(CC2)OCCO3)cc2c(=O)n(C)c3ccccc3c21	-2%	-0.7	8%	-2	-4	-2%	-3%	16%	0%
N=C1c2ccccc2CN1NC(=O)c1ccc(Cl)cc1	.	0.2	22%	-21	-6	-2%	4%	23%	0%
CC(C)=CCN1CC[C@@]2(C)c3cc(O)ccc3CC1C2C (stereo partly drawn)	3%	.	-6%	-16	.	-2%	2%	-4%	2%
CC(C)(C)n1c(O)c(C=Nc2ccc3c(c2)CCC3)c(=O)[nH]c1=O	4%	1.2	-17%[11.4 µM]	2	9	-1%	0%	-11%	3%
CN1Cc2cnnn2-c2ccccc2C1C#N (stereo not drawn)	1%	.	11%	-5	.	1%	1%	-20%	-22%
CC/C(=N\NC(=S)Nc1ccccc1)c1c(O)[nH]c(=O)[nH]c1=O	-11%	0.0	14%	-3	-3	-2%	3%	?	1%
Cc1ccc(CN2CC3CC(C2)c2cccc(=O)n2C3)cc1 (stereo not drawn)	5%	0.5	-25%	3	-12	-1%	-1%	-11%	-12%
CC(C)N(CC#CCC1(O)c2ccccc2-c2ccccc21)C(C)C	-1%	0.0	-17%	1	8	-3%	2%	-13%	-1%
Cn1c(O)c(C=NC2CCCCC2)c(=O)[nH]c1=S	7%	-0.2	-24%	1	5	-5%	3%	-10%	2%
COC(=O)C1=C(C)OC(N)=C(C#N)C12C(=O)Nc1ccccc12 (stereo not drawn)	15%	-0.3	18%	0	-6	0%	12%	-8%	-3%
CC(C)(C)N1Cc2ccccc2C1=N	7%	0.7	-4%	2	-8	-4%	1%	11%	1%
C#CC1(OC(=O)c2ccccc2)CC(C)N(C)CC1C (stereo not drawn)	1%	0.1	-18%	-2	0	-4%	11%	-40%	0%
Cc1cc(OC(C)C(=O)NCc2cccnc2)c2c3c(c(=O)oc2c1)CCC3 (stereo not drawn)	-3%	-1.3	3%[11.4 µM]	-3	-11	-1%	-6%	-3%	-1%
C[C@]12CC[C@H]3[C@@H](CC[C@]4(O)C[C@@H](O)CC[C@]34C=O)[C@@]1(O)CC[C@@H]2C1=CC(=O)OC1	?	0.9	-11%	-4	-17	-5%	-11%	6%	-5%
Cn1cccc1CNCCc1ccccc1F	27%	.	-7%	-17	.	-4%	-5%	-9%	-2%
C[N+]1(C)C2CCC1CC(OC(=O)c1ccco1)C2 (stereo not drawn)	-14%	0.6	7%	-19	-5	-3%	1%	0%	-5%
COC(=O)C1=C(c2cccc(C#N)c2)C[C@@H]2CC[C@H]1N2C(=O)NCc1ccc(F)cc1	1%	-0.4	-3%	-3	-9	-3%	3%	10%	-1%
O=c1[nH]c(O)c(N=Nc2ccc([N+](=O)[O-])cc2)c(=O)[nH]1	-3%	-0.4	10%[56.9 µM]	-2	5	2%	6%	-144%	-1%
Cc1ccsc1C(=O)C1CCCN(Cc2ccc(-n3cccn3)cc2)C1 (stereo not drawn)	4%	-0.4	-29%[11.4 µM]	1	-17	-5%	3%	-19%	6%
O=c1[nH]c(=O)n(CCc2ccc(F)cc2)c(O)c1C=NCCCn1ccnc1	-6%	.	-43%	-4	-8	-2%	-6%	468%[activator]	-2%
The list continues:
SMILES	ERG-DNA inh	D2 agonist	RGS4 inh	LDHA inh	D2 antagonist	Glioma ERSR ind	Vif-A3F inh	12-LOX inh	Vif-A3G inh
COC(=O)C1=C(c2ccc(Cl)c(C(F)(F)F)c2)C[C@@H]2CC[C@H]1N2C(=O)NCc1ccc2c(c1)OCO2	9%	0.5	8%	3	3	0%	-4%	0%	5%
CN(C)CC1CSCCC1(O)c1ccccc1 (stereo not drawn)	-4%	-0.2	6%	-4	10	-4%	-14%	13%[57.4 µM]	0%
CN1C2CCC1C(C(=O)O)C(OC(=O)c1ccccc1)C2 (stereo not drawn)	-1%	.	-3%	-3	.	15%&-5%&-3%	0%	3%	-2%
CN1C(=O)N(C)C(=O)C2(Cc3cc([N+](=O)[O-])ccc3N(C)C2)C1=O	8%	1.2	-10%	-2	-1	-2%	-1%	-23%	0%
COCCNC(=O)c1ccc(N2CC3CC(C2)c2cccc(=O)n2C3)c([N+](=O)[O-])c1 (stereo not drawn)	2%	-0.2	-12%	-5	11	-3%	4%	68%[activator]	-7%

A different layout for part of the listing above:
Results follow in this order: ERG-DNA inh, D2 agonist, RGS4 inh, LDHA inh, D2 antagonist, Glioma ERSR ind, Vif-A3F inh, 12-LOX inh, Vif-A3G inh
> Cc1ccccc1-n1c(C)cc(/C=C2/C(=O)NC(=O)N(Cc3ccco3)C2=O)c1C
    31%[activator], -0.7, -36%, -3, 0, -1%, -17%, ?, -3%
> COc1ccc(C(CNC(=O)CCc2ccsc2)N(C)C)cc1 (stereo not drawn)
    -5%, 0.2, 0%, -8, 26, 0%, -12%, -28%, -2%
> C[C@]12CC[C@@H]3c4ccc(O)c(O)c4CC[C@H]3[C@@H]1CC[C@@H]2O
    0%, -2.5, ?, 18, 19, -2%, ?, 5µM*, ?
